Screening data deposited in PubChem by Sanford-Burnham Center for Chemical Genomics.
697 NFkB inh: inhibitors of PMA/ionomycin-induced NF-kB reporter, 697 cells, primary screen, B-cell NF-kB inhibitor project, cell-based, luminescence, uHTS; 697 B-cell NF-kB luciferase reporter, 16 h; inhibition, % at 4 µM; 330,000 compounds, 0.33% hits; in the data active means inhibition above about 35%
Jurkat NFkB inh: inhibitors of induced NF-kB luciferase reporter, primary screen, TCR NF-kB activation inhibitor project, cell-based, luminescence, uHTS | 330,000 compounds, 0.53% hits | Jurkat, PMA/ionomycin-induced NF-kB luciferase reporter | inhibition, % at 4 µM | AID 435003, 2010; in the data active means inhibition above about 50%
XBP1 UPR activ: activators of adaptive XBP1 UPR arm, primary screen, cell-based, CHO-XBP1 luciferase reporter, luminescence, uHTS; activation, % at 20 µM; IRE1-XBP1 UPR activation; percent of tunicamycin response, DMSO as zero; 330,000 compounds, 0.33% hits; AID 463104, 2010;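 active means versus positive control, 20 µM dose yields 30% or more activation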;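 further: 100% = tunicamycin at 10 µg/mL and 0% = DMSO only wells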
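Assay system: IRE1-XBP1 luciferase reporter CHO line. Input: 1000 cells/well. Buffer or medium: F12 with 10% serum. Doses: 20 µM, 1% DMSO. Times: overnight seeding at 37 °C, 6 h compound treatment at 37 °C. Technique: Steady-Glo luciferase glow luminescence, 10 min after reagent addition.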
tim23-1 inh: growth inhibitors of tim23-1 mutant yeast, primary screen, luminescence, uHTS; inhibition, % at 20 µM; 330,000 compounds, 1.3% hits; AID 463212, 2010; S. cerevisiae tim23-1 growth, BacTiter-Glo luminescence, 24 h;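 active means growth inhibition of the mutant yeast at or above 50%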;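 further: temperature-sensitive mutant grown at 25 °C; plate controls were DMSO-treated mutant yeast for no effect and medium wells lacking yeast for full effect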
Mdm2 MdmX PPI: inhibitors of human Mdm2-MdmX association, primary screen, cell-based, luminescence, split luciferase, SaOS-2, uHTS; SaOS-2 split-luciferase Mdm2/MdmX complementation; inhibition, % at 8 µM; 330,000 compounds, 3% hits; AID 485346, 2010; Protein Mdm4 (Homo sapiens) + E3 ubiquitin-protein ligase Mdm2 (Homo sapiens), …;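 active means inhibition of at least 50% at 8 µM in the primary screen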
Target sequence (O15151 whole entry, looked up): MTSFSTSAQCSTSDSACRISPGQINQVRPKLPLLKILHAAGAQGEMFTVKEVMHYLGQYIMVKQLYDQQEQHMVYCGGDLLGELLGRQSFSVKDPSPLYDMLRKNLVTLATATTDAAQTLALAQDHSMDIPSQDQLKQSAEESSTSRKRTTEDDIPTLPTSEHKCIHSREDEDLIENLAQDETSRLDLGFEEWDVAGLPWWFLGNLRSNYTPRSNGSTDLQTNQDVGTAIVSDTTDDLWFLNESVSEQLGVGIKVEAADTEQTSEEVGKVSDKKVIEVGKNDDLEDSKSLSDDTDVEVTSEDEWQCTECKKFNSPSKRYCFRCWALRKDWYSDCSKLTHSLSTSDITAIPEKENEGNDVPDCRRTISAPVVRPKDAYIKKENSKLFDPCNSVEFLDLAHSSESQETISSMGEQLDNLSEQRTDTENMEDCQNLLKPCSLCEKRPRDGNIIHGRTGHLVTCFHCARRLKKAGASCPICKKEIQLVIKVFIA
Target sequence (Q00987 whole entry, looked up): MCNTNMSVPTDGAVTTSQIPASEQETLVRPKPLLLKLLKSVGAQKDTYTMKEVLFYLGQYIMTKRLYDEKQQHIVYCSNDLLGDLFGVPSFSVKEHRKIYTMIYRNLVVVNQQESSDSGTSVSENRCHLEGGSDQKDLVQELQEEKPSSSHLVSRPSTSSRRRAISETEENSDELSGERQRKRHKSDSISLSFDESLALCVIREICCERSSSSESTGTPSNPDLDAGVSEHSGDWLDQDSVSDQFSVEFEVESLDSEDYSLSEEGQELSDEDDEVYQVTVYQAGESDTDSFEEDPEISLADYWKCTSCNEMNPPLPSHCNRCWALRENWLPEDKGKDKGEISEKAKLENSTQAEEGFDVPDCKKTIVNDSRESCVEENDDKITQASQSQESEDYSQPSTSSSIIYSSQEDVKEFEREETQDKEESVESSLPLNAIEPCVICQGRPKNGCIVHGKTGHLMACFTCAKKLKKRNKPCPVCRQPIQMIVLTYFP
tim10-1 inh: growth inhibitors of tim10-1 mutant yeast, primary screen, luminescence, uHTS. 330,000 compounds, 2.2% hits. AID 463190, 2010. inhibition, % at 20 µM. S. cerevisiae tim10-1 ts strain growth, BacTiter-Glo, 24 h;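 active means inhibition of at least 40%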;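 further: mutant grown at 25 °C; 0% = DMSO wells with yeast and 100% = wells holding no yeast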
CHOP UPR activ: activators of apoptotic CHOP UPR arm, primary screen, cell-based, CHO-CHOP luciferase reporter, luminescence, uHTS; AID 449763, 2010; UPR activation; percent of tunicamycin response over DMSO baseline; activation, % at 10 µM; 330,000 compounds, 0.34% hits;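 active means at 10 µM dose, activation of 40% or more, normalized to positive control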;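 further: 100% = tunicamycin at 10 µg/mL and 0% = DMSO alone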
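System: CHO-CHOP luciferase reporter cell line; amount: 500 cells/well; buffer or medium: F12 medium containing 10% fetal bovine serum; incubation: 6 h compound exposure at 37 °C after overnight seeding; measured by: luciferase luminescence after 10 min with Steady-Glo reagent; evaluation: % reporter activation, DMSO baseline versus tunicamycin full activation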
TIM10 inh: growth inhibitors of isogenic TIM10 control yeast, primary screen, counter-screen for tim10-1 yeast inhibitor project, luminescence, uHTS | S. cerevisiae TIM10 strain growth, BacTiter-Glo luminescence, 24 h | inhibition, % at 10 µM | 330,000 compounds, 1.4% hits | AID 463195, 2010;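 active means inhibition of 40% or more at the single tested concentration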;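 further: wild-type TIM10 isogenic control strain grown at permissive 25 °C; 0% = DMSO yeast wells and 100% = minimal medium wells without yeast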
Starred values were filed as active, the others as inactive.

SMILES | 697 NFkB inh | Jurkat NFkB inh | XBP1 UPR activ | tim23-1 inh | Mdm2 MdmX PPI | tim10-1 inh | CHOP UPR activ | TIM10 inh
CCOC(=O)c1sc(N)c(C#N)c1CSc1nnc(C2CCCCC2)n1N | -4 | -10 | 0 | 13 | 2 | 7 | 2.4 | 8
Cn1nccc1NC(=O)COCC(=O)O | -6 | 15 | 0 | 21 | -11 | 7 | -1.2 | 11
O=C(COC(=O)c1ccccc1F)NC1CCCC1 | 3 | -5 | 1 | -4 | 15 | 0 | -0.1 | -10
OCCNC(=S)Nc1ccc(Cl)c(Cl)c1 | -37 | 16 | 0 | 0 | -5 | 29 | 3.1 | -11
COC(=O)c1ccc(NC(=O)CN(C2CCCCC2)S(C)(=O)=O)cc1 | -53 | -4 | -3 | -10 | -20 | 19 | -1.9 | 14
CCOC(=O)N1CCN(S(=O)(=O)c2ccc(C(=O)NNc3nc4c(C)cccc4s3)cc2)CC1 | 6 | 3 | 2 | 9 | 53* | -10 | 0.8 | -49
Cc1cccc(NC(=O)C2CCCN(C(=O)NC3CCCCC3)C2)c1C (stereo not drawn) | 13 | 1 | 2 | -10 | -4 | 18 | 0.4 | 10
CC1CCC(NC(=O)c2ccc(S(C)(=O)=O)cc2)CC1 (stereo not drawn) | -14 | -14 | 2 | 12 | 11 | -3 | 1.1 | 5
CCCCN(C(=O)c1ccc2c(c1)OCO2)c1c(N)n(CC(C)C)c(=O)[nH]c1=O | 11 | -12 | -1 | 47 | -2 | 20 | 0.7 | 12
Cc1cccc(-n2nnc3c(=O)n(CC(=O)Nc4cc(C)on4)cnc32)c1 | 3 | 0 | 0 | 6 | 6 | 2 | 1.8 | 11
CCc1ccc[n+](-c2[nH]c(=O)sc2/C=N/N=C(\[O-])c2cccnc2)c1 | 4 | 6 | -1 | 2 | 9 | -8 | -2.6 | -5
O=C(Nc1cccc2c1CCCC2)c1ccco1 | 15 | 7 | 0 | 0 | 0 | 0 | 2.0 | 3
CN(CC(=O)Nc1ccccc1Cl)C(=O)c1ccc(N2C(=O)CCC2=O)cc1 | 6 | 2 | -5 | -1 | 12 | -5 | -0.1 | 3
O=C(O)CCC(=O)N1N=C(c2ccco2)CC1c1ccco1 (stereo not drawn) | -5 | 8 | -6 | -5 | -2 | -16 | 0.3 | -3
Cc1ccc(S(=O)(=O)CC(c2ccccc2)N2CCOCC2)cc1 (stereo not drawn) | 4 | -3 | 1 | 15 | 4 | 20 | -1.9 | -8
COc1ccc(Cc2nnc(NC(=O)c3ccc(OC(C)=O)cc3)s2)cc1OC | 11 | 7 | 2 | 3 | 23 | 6 | 1.9 | -15
O=C(CCc1nnc(Cc2cccc(C(F)(F)F)c2)o1)NCC(F)(F)F | -13 | -25 | 3 | -4 | -1 | 12 | 0.6 | 6
COc1ccc2c(c1)OC[C@H]1[C@H]2N2C(=O)c3ccc(C)cc3NC(=O)[C@@]2(C)[C@H]1c1ccccc1 | -37 | 4 | -2 | 33 | 33 | 12 | 0.8 | 14
COc1cc(C(C(=O)NCc2ccccc2)N(C(=O)c2snc(C(N)=O)c2N)C2CCCC2)cc(OC)c1OC (stereo not drawn) | 11 | -10 | -2 | 9 | 13 | 1 | -0.7 | 10
COc1ccc([N+](=O)[O-])cc1/C=N/Nc1nc(N2CCCCC2)nc(N2CCCCC2)n1 | 3 | -1 | -1 | 23 | 3 | 13 | 1.1 | 15
COC(=O)c1ccc(C)c(NC(=O)C2CC(=O)N(C3CCCC(C)C3C)C2)c1 (stereo not drawn) | 10 | 2 | 1 | 10 | 6 | 12 | 1.1 | 0
C/C(=N\Nc1ccc(C(=O)O)cc1)c1ccc(S(=O)(=O)NCc2ccco2)cc1 | -32 | 2 | -2 | 9 | -15 | 1 | -1.0 | 1
CCSc1nnc(NC(=O)c2cc(-c3ccccc3O)n[nH]2)s1 | 15 | 4 | 0 | -5 | 35 | -5 | 2.4 | -12
CCCCOc1ccc(S(=O)(=O)NNC(=O)c2cc3ccccc3o2)cc1 | -26 | 18 | -1 | 45 | 19 | 35 | 0.5 | 32
COC(=O)c1ccc(Cn2cc(C(F)(F)F)ccc2=O)cc1 | 3 | -4 | 1 | 5 | 9 | 4 | 1.4 | 1
COc1cc(OC)cc(-n2nnnc2SCC(=O)NC2CCCC2)c1 | 7 | 1 | -2 | 16 | -9 | 12 | -0.4 | 3
CCc1noc(C)c1C(=O)OCC(=O)Nc1ccc2c(c1)OCO2 | -4 | -7 | -1 | 3 | 6 | -36 | -0.3 | -1
COc1cc(Br)ccc1NC(=O)c1ccccc1-c1ccccc1C(=O)O | 16 | 5 | -4 | 6 | -13 | 8 | 2.2 | 13
Cc1cc(NC(=O)C2C3C(=O)N(Cc4ccc(Cl)cc4)C(C(=O)NCc4ccccc4)C34C=CC2(C)O4)no1 (stereo not drawn) | -18 | -15 | -6 | 22 | -19 | 9 | -0.8 | 8
CC1CN(C(=O)c2cc3cc(Cl)ccc3[nH]2)CC(C)O1 (stereo not drawn) | -8 | -20 | 2 | 31 | 7 | 19 | 0.6 | -1
CC(C)Cc1cc(C(=O)N2CCC(N3CCC(C(=O)N4CCCC4)CC3)CC2)n[nH]1 | 5 | -2 | -3 | 18 | -2 | -1 | 0.0 | -11
O=c1c2nnn(Cc3ccc(Cl)cc3)c2ncn1Cc1ccc(F)cc1 | -2 | -7 | -1 | -2 | -11 | 12 | -1.2 | -1
CCN(CC(=O)Nc1ccc(NC(C)=O)cc1)C(=O)COc1ccccc1Cc1ccccc1 | -13 | 2 | -3 | 7 | 30 | 16 | 1.1 | 9
Cc1nc(C)c(C(=O)C2=C(O)C(=O)N(CCN3CCOCC3)C2c2ccco2)s1 (stereo not drawn) | -19 | -10 | 2 | -17 | 3 | -13 | -1.9 | 5
COc1cccc(NC(=S)N(CCN(C)C)Cc2cccs2)c1 | 2 | -8 | 0 | 13 | 3 | 1 | 1.4 | -9
CC(=O)Nc1ccc(OC(=O)Oc2ccc(NC(C)=O)cc2)cc1 | 0 | -6 | 1 | 4 | -3 | 28 | 0.7 | 1
COc1c2ccoc2nc2c(OC)c(OC[C@@H](O)C(C)(C)O)ccc12 | 6 | -3 | -5 | 10 | -10 | 13 | 1.0 | 11
NC(=O)c1ccc(N2CCC(C(N)=O)CC2)c([N+](=O)[O-])c1 | -5 | 4 | 0 | 9 | 4 | 11 | 9.9 | 2
O=C(/C=C/c1ccc2ccccc2n1)c1cc(Cl)ccc1O | -34 | -34 | 4 | 45 | -31 | 54* | 4.3 | 54*
CCOC(=O)C1CCCN(c2c(NCCC(C)C)c(=O)c2=O)C1 (stereo not drawn) | -9 | -7 | -2 | 16 | 14 | 13 | -2.0 | -12
CSCCC(=O)N1CCC(n2nccc2NC(=O)CCCc2ccccc2)CC1 | -9 | -11 | -9 | 10 | -23 | -14 | 1.1 | 0
CCN1C(=NCc2ccco2)N[C@@H](c2cccc(C(F)(F)F)c2)C(C(=O)OC)=C1C | -9 | 13 | 3 | 6 | 56* | 2 | -0.4 | 5
COc1ccc(C(=O)Nc2ccc(Cl)cc2F)cc1S(=O)(=O)N1CCCC1 | -5 | -6 | -1 | 20 | 21 | 13 | 0.5 | -5
CCOCCCN(C(=O)CCC(=O)Nc1cc(C)on1)C(C(=O)NC(C)(C)CC)c1cccc(OC)c1OC (stereo not drawn) | 12 | 14 | 2 | 10 | -5 | -5 | -0.8 | 3
CC(C)(C)OC(=O)Cn1c(=O)cnc2ccccc21 | 10 | -3 | -11 | 12 | 0 | 10 | -1.8 | -1
Cc1cc2ccc(C)c(C)c2nc1SCC(=O)c1cccs1 | -11 | -19 | 2 | 17 | -8 | 28 | -1.4 | 24
Cc1ccc(NC(=O)CN2C(=O)S/C(=C\c3cc(C)n(C)c3C)C2=O)cc1 | 0 | 7 | -1 | 11 | 27 | 5 | 0.6 | 10
O=C(N/N=C/c1ccccc1)c1ccco1 | -33 | -3 | -1 | 15 | 18 | -14 | 3.7 | -2
Cc1ccc(C)c(S(=O)(=O)N2CCN(C(=O)c3cccnc3)CC2)c1 | 5 | 10 | -3 | 2 | 21 | -9 | 3.0 | 4
O=C(c1cc(-c2ccc(Cl)cc2)nc2ccccc12)N1CCOCC1 | -2 | -12 | -1 | 23 | 6 | 28 | -0.5 | 3
CC1(C)NC(=O)N(CC(O)CNC23CC4CC(CC(C4)C2)C3)C1=O (stereo not drawn) | 8 | -7 | -2 | 0 | 18 | 4 | -0.1 | -5
COc1cc(OC)c(OC)cc1/C=C1\Oc2cc(OS(C)(=O)=O)ccc2C1=O | -9 | -1 | 2 | -4 | 6 | 21 | 1.1 | 6
CCOC(=O)c1c(NC(=O)CSc2nc3ccccc3s2)sc(C(C)=O)c1C | -25 | 25 | -2 | 30 | 29 | 22 | 2.8 | 12
CC(C)CN(C(=O)COC(=O)CNC(=O)c1ccc(Cl)cc1)C1CCS(=O)(=O)C1 (stereo not drawn) | 11 | -10 | -1 | 16 | 18 | 4 | -1.6 | -5
CCOC(=O)N1CCN(C(=O)c2ccc(N(Cc3ccc(Cl)cc3)S(C)(=O)=O)cc2)CC1 | -21 | 5 | -3 | 4 | -1 | -3 | -1.4 | 12
COc1cc(SC)ccc1C(=O)NNC(=O)C1COc2ccccc2O1 (stereo not drawn) | 7 | -5 | -1 | 4 | -7 | 5 | 0.3 | -3
COc1ccc(-c2csc(NCc3ccco3)n2)cc1 | -13 | -37 | 2 | 26 | -198 | 24 | 2.9 | 31
COc1ccc(Nc2nnc(SCC(=O)NC3CCS(=O)(=O)C3)s2)cc1 (stereo not drawn) | 9 | 0 | -1 | -1 | 21 | 0 | -0.1 | -4
CCc1ccc(N2CC(O)(c3cccs3)[N+]3=C2SCCC3)cc1 (stereo not drawn) | -31 | -3 | 0 | -11 | 6 | 13 | 0.5 | -7
O=C(CCc1ccccc1)NNC(=O)c1ccccc1C(=O)O | -28 | 20 | 1 | 2 | 5 | 8 | 1.7 | 7
CCN(CC)c1cccc(OCC(=O)N(C)CCC#N)c1 | -35 | -10 | -1 | 4 | 2 | 15 | -1.1 | -22

Looked up one by one from the entries so far (4):
SMILES | 697 NFkB inh | Jurkat NFkB inh | XBP1 UPR activ | tim23-1 inh | Mdm2 MdmX PPI | tim10-1 inh | CHOP UPR activ | TIM10 inh
COc1ccc2c(c1)OC[C@H]1[C@H]2N2C(=O)c3ccc(C)cc3NC(=O)[C@@]2(C)[C@H]1c1ccccc1 | -37 | 4 | -2 | 33 | 33 | 12 | 0.8 | 14
COc1cc(C(C(=O)NCc2ccccc2)N(C(=O)c2snc(C(N)=O)c2N)C2CCCC2)cc(OC)c1OC (stereo not drawn) | 11 | -10 | -2 | 9 | 13 | 1 | -0.7 | 10
COc1ccc(Nc2nnc(SCC(=O)NC3CCS(=O)(=O)C3)s2)cc1 (stereo not drawn) | 9 | 0 | -1 | -1 | 21 | 0 | -0.1 | -4
O=C(O)CCC(=O)N1N=C(c2ccco2)CC1c1ccco1 (stereo not drawn) | -5 | 8 | -6 | -5 | -2 | -16 | 0.3 | -3
